# NPY-Y2 PAM-ag: human NPY-Y2 potentiation or agonism, primary screen; hit rate 0.45% among 220,000; activation, % at 3.6 µM; cells expressing NPY-Y2, potentiator/agonist read-out; P49146; in the data active = activation above about 27%;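 note: cells stimulated with NPY near EC25 plus isoproterenol at EC100; 0% = vehicle plus submaximal agonist and 100% = vehicle plus saturating agonist; some results beyond the cut were filed as inactive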
# NPY Y1 blocker: antagonists of human neuropeptide Y receptor Y1 | AID 1040 | hit rate 1% among 200,000 | inhibition, % at 3.6 µM | HEK293-CNG Y1 cells, membrane potential fluorescence; NPY at EC95, then isoproterenol | P25929;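 active = inhibition above the campaign mean inhibition of all tested compounds plus 3 SD, cut at about 20% in these data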;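 note: 0% = DMSO wells given NPY plus isoproterenol and 100% = isoproterenol alone without NPY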
#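 Material: Y1- and CNG-channel-expressing HEK293 cells / Probe or stimulus: NPY 25 nM then isoproterenol 1 µM plus Ro 20-1724 25 µM / Doses: 3.6 µM single dose, DMSO 0.4% / Schedule: compound incubation 1 h at room temperature, readout 45 min post-stimulation / Signal: membrane potential fluorescence / Benchmarks: isoproterenol-only wells as full block versus NPY-plus-isoproterenol wells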
# NPY1 pot ag: human NPY-Y1 potentiation or agonism, primary screen. P25929. NPY-Y1 expressing cells, potentiator/agonist activation. activation, % at 3.6 µM. hit rate 0.37% among 220,000. AID 1304; in the data active = activation above about 33%, passing the limit was not always enough;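 note: cells stimulated with NPY at EC10 then isoproterenol at EC100; 0% = low agonist plus stimulus and 100% = saturating agonist plus stimulus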
# S1P4 antag: human S1P4 receptor antagonism | S1P4-expressing cells, antagonist mode, reporter read-out | O95977 | hit rate 0.26% among 220,000 | inhibition, % at 4.98 µM; in the data active = inhibition above about 29%;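 note: 0% = wells stimulated with agonist and 100% = vehicle wells without agonist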
# Target sequence (O95977 whole entry, looked up): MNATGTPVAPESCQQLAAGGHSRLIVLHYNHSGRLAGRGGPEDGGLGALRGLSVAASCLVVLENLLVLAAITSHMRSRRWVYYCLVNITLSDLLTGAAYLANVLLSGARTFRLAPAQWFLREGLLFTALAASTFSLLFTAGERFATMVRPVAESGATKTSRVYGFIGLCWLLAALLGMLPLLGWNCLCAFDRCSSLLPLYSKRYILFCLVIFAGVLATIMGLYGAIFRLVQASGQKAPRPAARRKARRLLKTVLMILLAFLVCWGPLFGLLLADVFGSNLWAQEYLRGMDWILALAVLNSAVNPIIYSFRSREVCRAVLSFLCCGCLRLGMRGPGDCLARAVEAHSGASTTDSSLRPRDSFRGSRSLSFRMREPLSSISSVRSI
# RBBP9 inh: inhibitors of human serine hydrolase RBBP9 | recombinant RBBP9, FP-Rh probe fluorescence polarization | inhibition, % at 7.94 µM | hit rate 0.2% among 220,000;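 active = inhibition above the campaign mean of all tested compounds plus 3 SD, cut at about 14% in these data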;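 note: plate controls were DMSO wells with RBBP9 for no effect and wells lacking RBBP9 protein for full effect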
# Target sequence (O75884 whole entry, looked up): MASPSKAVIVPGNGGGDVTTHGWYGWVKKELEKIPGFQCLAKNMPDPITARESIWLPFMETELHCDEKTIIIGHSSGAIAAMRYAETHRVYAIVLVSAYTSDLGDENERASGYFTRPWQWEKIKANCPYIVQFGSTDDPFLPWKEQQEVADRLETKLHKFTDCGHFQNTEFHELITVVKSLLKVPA
#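 System: RBBP9 protein / Quantity: 2.5 µM RBBP9 dispensing solution, before mixing / Also added: Serine-hydrolase probe FP-Rh, 375 nM pre-mixing / Dosing: 7.94 µM single dose, 0.794% DMSO / Timing: enzyme-compound preincubation 30 min, then probe labeling 45 min, 25 °C / Signal: FP readout at 525/598 nm / Controls: DMSO-treated enzyme wells and wells lacking RBBP9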
# S1P4 ag: agonists of human S1P4 receptor; hit rate 0.35% among 220,000; activation, % at 4.98 µM; O95977; S1P4-expressing cell line, agonist reporter assay; in the data active = activation above about 11%;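 note: 0% = DMSO vehicle and 100% = reference agonist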
# Runt-CBFb FRET: Runt domain-CBFb interaction inhibition | hit rate 0.46% among 220,000 | Cerulean-Runt/Venus-CBFb FRET ratio 530/480, 1 h | inhibition, % at 20 µM;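 active = inhibition over about 50% at 20 µM in the single-dose screen, limit read from the data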;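 note: 0% = DMSO wells and 100% = excess unlabeled CBFb competitor control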
#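 Assay system: Cerulean-Runt domain / Medium: Tris 50 mM pH 7.5, KCl, K2SO4, 0.01% BSA / Timing: protein complex preformed 1 h, compound exposure 1 h, room temperature, dark / Measured by: FRET, excitation 422 nm, emission at 530 and 480 nm / Evaluation: loss of energy transfer signal / Control set: 5 µM unlabeled CBFb as full-inhibition high control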
# Ba/F3 V617F tox: loss of viability in JAK2V617F-driven Ba/F3 cells; Ba/F3 EpoR-JAK2V617F viability, ATP luminescence; inhibition, % at 5.6 µM; hit rate 1.1% among 220,000; AID 1446;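 active = inhibition above the campaign mean plus 3 SD over all tested compounds, cut at about 24% in these data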;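 note: cytokine-independent growth of Ba/F3 cells driven by EpoR plus mutant JAK2; 0% = DMSO-treated cells and 100% = JAK inhibitor I control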
# BaF3 parental: parental Ba/F3 viability inhibition as JAK2V617F counter-screen; hit rate 1.1% among 220,000; AID 1486; CellTiter-Glo ATP luminescence; inhibition, % at 5.6 µM;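 active = inhibition above a per-campaign cutoff, the mean inhibition of all tested compounds plus 3 SD, cut at about 27% in these data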;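 note: 0% = DMSO wells and 100% = JAK Inhibitor I control wells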
# The depositor's hits bear a star; . = no result given.
1	CCN(CC)S(=O)(=O)c1cc(C(=O)OCC(=O)Nc2ccc(-c3nc4ccc(C)cc4s3)cc2)ccc1F
2	Cc1ccc(C(=O)OCC(=O)Nc2ccc(N(C)C)cc2)cc1NC(=O)c1ccco1
3	O=C(O)CSCc1ccc(Cl)cc1
4	Cc1ccc(C(=O)NC(=S)Nc2cc(-c3nc4ccccc4s3)ccc2C)cc1
5	CCCCC(=O)Nc1ccc2c(c1)nc1n2CCN(CCOC)C1
6	O=C1CCC([N+](=O)[O-])C(c2cccc(Cl)c2Cl)N1 (configuration not stated)
7	CSC1=N/C(=C\c2ccc(Cl)cc2)C(=O)N1N(C)C
8	COc1ccccc1/C=C/C(=O)NCCC1=CCCCC1
9	CC(C)(C)NCC(O)COc1ccccc1C(C)(C)C (configuration not stated)
10	COc1ccccc1NC(=O)N1CCN(c2cccc(C(F)(F)F)c2)CC1

assay / compound | 1 | 2 | 3 | 4 | 5 | 6 | 7 | 8 | 9 | 10
NPY-Y2 PAM-ag | 1 | 1 | -3 | -6 | 7 | -15 | -9 | -2 | 99* | -23
NPY Y1 blocker | -1 | 4 | 7 | -3 | . | 3 | . | 14 | -12 | 11
NPY1 pot ag | -30 | 19 | -61 | -33 | -8 | 8 | -5 | -17 | 108* | -45
S1P4 antag | 5 | -10 | 7 | 4 | 2 | -8 | -1 | 5 | -13 | 27
RBBP9 inh | -5 | -6 | -4 | -5 | 2 | -9 | -7 | 6 | 0 | -4
S1P4 ag | 2.2 | 2.2 | 1.6 | -1.1 | 0.3 | 0.1 | 1.2 | 0.2 | -0.5 | 1.5
Runt-CBFb FRET | -4 | 8 | 2 | 4 | -5 | -1 | -1 | -1 | -1 | -3
Ba/F3 V617F tox | 4 | -4 | -4 | -4 | -2 | -2 | 0 | -5 | 0 | -2
BaF3 parental | 7 | 0 | 0 | -3 | -2 | 2 | 3 | 4 | 5 | 4

11	CC(=O)c1c(COC(=O)c2ccc(F)cc2)nc2ccccc2[n+]1[O-]
12	O=C(Nc1cc2c3c(c1)C1CCCC1CN3CC1CCCC21)c1ccccc1 (configuration not stated)
13	CC(C)C12CN(C(=O)c3ccccc3[N+](=O)[O-])CC(C(C)C)(CN(C(=O)c3ccccc3[N+](=O)[O-])C1)C2=O
14	Nc1ncnc2c1CCC2
15	N#C/C(=C(/O)c1ccccc1F)c1nc2cc(C(F)(F)F)ccc2s1
16	O=C(O)c1ccc(N=NN2CCCC2)cc1
17	CCCNC(=O)c1cc2nc(-c3ccccc3)cc(C(F)(F)F)n2n1
18	Cc1ccc(C2(C)NC(=O)N(CC(=O)NC(=O)NCCC(C)C)C2=O)cc1 (configuration not stated)
19	CCN(C(=O)COC(=O)c1ccc(COc2ccc3c(C)cc(=O)oc3c2)cc1)C1CCS(=O)(=O)C1 (configuration not stated)
20	Cc1cccc(Nc2ccccc2C(=O)OCC(=O)N(C)C2CCS(=O)(=O)C2)c1C (configuration not stated)
21	Cc1cc(C)c2nc(-c3cccnc3)cc(C(=O)Nc3ccc(S(=O)(=O)Nc4onc(C)c4C)cc3)c2c1
22	O=C(Nc1nc(-c2ccccc2)c(-c2ccccc2)s1)c1ccc(S(=O)(=O)N2CCCC2)cc1
23	O=C1c2ccccc2C(O)(c2ccccc2)N1C1CC1 (configuration not stated)

assay / compound | 11 | 12 | 13 | 14 | 15 | 16 | 17 | 18 | 19 | 20 | 21 | 22 | 23
NPY-Y2 PAM-ag | -11 | 4 | 14 | -1 | 9 | -11 | -8 | 8 | -1 | -4 | -1 | -11 | 2
NPY Y1 blocker | . | -2 | . | 1 | 4 | -2 | 1 | -3 | 1 | -2 | 5 | -6 | .
NPY1 pot ag | -22 | 3 | 11 | 5 | 5 | 3 | -18 | -1 | 14 | -8 | -2 | -12 | -4
S1P4 antag | -9 | -8 | 1 | 18 | -2 | -7 | -1 | -8 | 5 | 6 | -28 | 7 | 11
RBBP9 inh | 5 | -4 | -6 | -2 | 2 | -6 | -9 | -4 | -5 | 4 | -3 | -9 | 5
S1P4 ag | 0.9 | -2.8 | 1.6 | -3.5 | -0.3 | -1.3 | 0.4 | 1.0 | 0.4 | -2.5 | 0.8 | 0.9 | 1.5
Runt-CBFb FRET | 0 | -2 | -2 | -2 | -2 | 0 | 28 | -6 | 0 | 0 | -10 | -2 | -1
Ba/F3 V617F tox | 3 | 0 | -6 | 0 | 2 | 4 | -1 | 4 | -1 | -5 | 3 | 2 | 0
BaF3 parental | -9 | 5 | 1 | 7 | 11 | 9 | 2 | 14 | 5 | -1 | 9 | 1 | 0

# Entries above that contain a halogen:
1	CCN(CC)S(=O)(=O)c1cc(C(=O)OCC(=O)Nc2ccc(-c3nc4ccc(C)cc4s3)cc2)ccc1F
3	O=C(O)CSCc1ccc(Cl)cc1
6	O=C1CCC([N+](=O)[O-])C(c2cccc(Cl)c2Cl)N1 (configuration not stated)
7	CSC1=N/C(=C\c2ccc(Cl)cc2)C(=O)N1N(C)C
10	COc1ccccc1NC(=O)N1CCN(c2cccc(C(F)(F)F)c2)CC1
11	CC(=O)c1c(COC(=O)c2ccc(F)cc2)nc2ccccc2[n+]1[O-]
15	N#C/C(=C(/O)c1ccccc1F)c1nc2cc(C(F)(F)F)ccc2s1
17	CCCNC(=O)c1cc2nc(-c3ccccc3)cc(C(F)(F)F)n2n1

assay / compound | 1 | 3 | 6 | 7 | 10 | 11 | 15 | 17
NPY-Y2 PAM-ag | 1 | -3 | -15 | -9 | -23 | -11 | 9 | -8
NPY Y1 blocker | -1 | 7 | 3 | . | 11 | . | 4 | 1
NPY1 pot ag | -30 | -61 | 8 | -5 | -45 | -22 | 5 | -18
S1P4 antag | 5 | 7 | -8 | -1 | 27 | -9 | -2 | -1
RBBP9 inh | -5 | -4 | -9 | -7 | -4 | 5 | 2 | -9
S1P4 ag | 2.2 | 1.6 | 0.1 | 1.2 | 1.5 | 0.9 | -0.3 | 0.4
Runt-CBFb FRET | -4 | 2 | -1 | -1 | -3 | 0 | -2 | 28
Ba/F3 V617F tox | 4 | -4 | -2 | 0 | -2 | 3 | 2 | -1
BaF3 parental | 7 | 0 | 2 | 3 | 4 | -9 | 11 | 2

# Bioassay records deposited in PubChem by several laboratories.
